NOD2-RIPK2 inh – NOD2-RIPK2 protein interaction inhibition | CHO BLA complementation NOD2-RIPK2, CCF4 ratio | inhibition, % at 4.98 µM | 0.38% of 360,000 active | AID 624267; in the data active means inhibition above about 21%;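 further: 0% = vehicle only and 100% = reference blocker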
Target sequence (O43353 whole entry, looked up): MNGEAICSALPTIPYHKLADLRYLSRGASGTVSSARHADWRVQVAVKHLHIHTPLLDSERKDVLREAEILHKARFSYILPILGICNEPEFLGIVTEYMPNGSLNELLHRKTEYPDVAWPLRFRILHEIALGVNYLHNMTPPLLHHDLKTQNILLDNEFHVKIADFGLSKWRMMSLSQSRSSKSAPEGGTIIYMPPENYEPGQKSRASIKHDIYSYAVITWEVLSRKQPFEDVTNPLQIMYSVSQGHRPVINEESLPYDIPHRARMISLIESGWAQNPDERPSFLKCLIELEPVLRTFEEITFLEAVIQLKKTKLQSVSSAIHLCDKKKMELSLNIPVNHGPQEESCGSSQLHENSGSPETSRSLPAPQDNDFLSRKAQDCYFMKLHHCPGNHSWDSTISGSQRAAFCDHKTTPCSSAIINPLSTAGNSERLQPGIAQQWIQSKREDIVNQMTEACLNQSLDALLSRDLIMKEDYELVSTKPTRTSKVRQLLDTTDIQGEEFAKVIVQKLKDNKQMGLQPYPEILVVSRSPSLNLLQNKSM
SRC3 inh – inhibits human SRC3 coactivator; Q9Y6Q9; HEK293 GAL4-SRC3 luciferase reporter, luminescence; inhibition, % at 3.6 µM; 0.17% of 360,000 active; AID 588352;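 active means inhibition above a per-campaign cutoff, the mean of all compounds plus 3 SD, cut at about 60% in these data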;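 further: 0% = DMSO-treated cells and 100% = gossypol-treated cells at 36 µM; higher means less SRC3-driven luciferase light from the GAL4 reporter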
ABHD5-PLIN5 inh – ABHD5-PLIN5 protein interaction inhibition | Split G. princeps luciferase complementation, luminescence, 4 h | inhibition, % at 4 µM | 0.78% of 360,000 active;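 active means inhibition above the mean inhibition across every tested compound plus 3 SD, cut at about 22% in these data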;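 further: 0% = DMSO only wells and the 100% control is not disclosed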
TROY NFkB inh – TROY signaling inhibition; Q293 LMP1-TROYcd NF-kB luciferase reporter, 4 h; inhibition, % at 10 µM; 0.98% of 360,000 active; AID 1347056;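 active means compounds whose plate-normalised and pattern-corrected inhibition of the luciferase reporter signal at the single screening dose is 50% or more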
NCOA2 inhibitor – inhibits human steroid receptor coactivator 2 | 0.17% of 370,000 active | Q15596 | inhibition, % at 9 µM | AID 651957 | HEK293 GAL4-SRC2 luciferase reporter, luminescence;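 active means inhibition above the mean inhibition of all tested compounds plus 3 SD, set per campaign, cut at about 52% in these data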;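 further: 0% = DMSO treated cells and 100% = cells given Gossypol at 36 µM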
TLR9-MyD88 block – blocks human TLR9 binding to MyD88; CHO BLA complementation TLR9-MyD88, CCF4 FRET ratio; 0.21% of 340,000 active; inhibition, % at 4.98 µM; AID 504734;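 active means inhibition above the mean over all tested compounds plus 3 SD, cut at about 21% in these data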;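 further: 0% = DMSO only wells and 100% = clavulanate BLA inhibitor control wells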
NCOA1 inh – inhibitors of human steroid receptor coactivator 1 (SRC1); inhibition, % at 3.6 µM; Q15788; HEK293 GAL4-SRC1 luciferase reporter, luminescence; 0.12% of 360,000 active; AID 588354;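 active means inhibition above the campaign mean plus 3 SD, with each screening campaign given its own cutoff, cut at about 60% in these data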;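 further: 0% = DMSO treated cells and 100% = gossypol at 36 µM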
NR5A2 inv ag – NR5A2 inverse agonism in reporter assay; HEK293T StAR-luciferase reporter, LRH-1 transfected, 24 h; O00482; AID 602396; 0.13% of 360,000 active; inhibition, % at 3.6 µM;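 active means inhibition above the mean inhibition of all tested compounds plus 3 SD, cut at about 73% in these data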;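 further: 0% = DMSO wells and 100% = reporter-only cells lacking LRH-1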
NR2F2 inh – blocks human COUP-TFII nuclear receptor; HEK293T NGFI-A luciferase reporter, luminescence; inhibition, % at 8.6 µM; 0.7% of 370,000 active; AID 686940;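 active means inhibition above a per-plate cutoff, mean inhibition of test wells between control levels plus 3 SD, cut at about 38% in these data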;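 further: cells cotransfected with COUP-TFII expression vector driving the NGFI-A reporter; 0% = median of COUP-TF2 test wells and 100% = reporter-only cells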
Target sequence (P24468 whole entry, looked up): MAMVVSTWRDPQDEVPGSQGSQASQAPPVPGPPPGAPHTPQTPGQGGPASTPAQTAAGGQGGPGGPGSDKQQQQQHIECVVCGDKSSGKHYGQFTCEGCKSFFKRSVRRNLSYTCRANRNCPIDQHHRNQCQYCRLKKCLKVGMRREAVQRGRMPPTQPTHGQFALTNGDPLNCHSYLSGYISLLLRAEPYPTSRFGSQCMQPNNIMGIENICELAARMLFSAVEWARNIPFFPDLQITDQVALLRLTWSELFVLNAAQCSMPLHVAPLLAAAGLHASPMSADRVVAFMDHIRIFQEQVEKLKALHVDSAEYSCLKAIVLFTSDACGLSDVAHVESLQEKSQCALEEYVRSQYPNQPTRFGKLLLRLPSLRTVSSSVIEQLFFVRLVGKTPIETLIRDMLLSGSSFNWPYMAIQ
Exocytosis inh – blocks lytic granule exocytosis; inhibition, % at 10 µM; AID 651702; 0.66% of 360,000 active; TALL-104 LAMP-1 surface exposure, flow cytometry; cells stimulated with thapsigargin and PMA;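 active means inhibition above about 55%, limit read from the data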
TWEAK-Fn14 inh – inhibitors of TWEAK-Fn14 interaction signaling; TWEAK-stimulated Fn14 reporter cells, luciferase luminescence, 8 h; inhibition, % at 10 µM; 2% of 360,000 active; AID 1159606; in the data active means inhibition above about 50%
The depositor's hits bear a star; x = not tested or not shown. These rows are one share of the data; count on the stated rates, not on these rows.

SMILES	NOD2-RIPK2 inh	SRC3 inh	ABHD5-PLIN5 inh	TROY NFkB inh	NCOA2 inhibitor	TLR9-MyD88 block	NCOA1 inh	NR5A2 inv ag	NR2F2 inh	Exocytosis inh	TWEAK-Fn14 inh
COC(=O)C(C(=O)N1CCN(C)CC1)C1CCCCCC1 (stereo unspecified)	-1	5	0	-10	5	-8	9	-9	2	0	4
Cc1nn(C(=O)Cn2ccc([N+](=O)[O-])n2)c(C)c1Br	11	6	-9	6	-7	5	-7	-8	6	-1	-1
C=CCn1c(SCC(=O)c2ccc(O)c(O)c2)nnc1-c1cccc(C)c1	-6	1	-12	11	3	2	2	-6	-4	-9	-3
CCn1c(SC)nnc1C1CCCN(CC(=O)Nc2ccccc2N2CCOCC2)C1 (stereo unspecified)	-12	12	0	-16	9	8	-18	-5	15	1	-15
CC(C)(C)C(=O)OC/C(N)=N/OC(=O)c1ccccc1	-5	18	0	-16	-13	-7	-28	-13	10	-4	8
CCOc1ccccc1NC(=O)Nc1ccc(Br)cc1C	-3	0	3	0	-6	-5	-8	-1	1	1	7
CCCn1c(C2CCCN2c2nc(-c3ccc(OC)cc3)cs2)nc2ccccc21 (stereo unspecified)	-5	4	-15	2	x	-4	5	7	x	18	-8
Cc1ccc(OCC(=O)NNC(=O)C2CC(=O)N(c3ccc4c(c3)OCCO4)C2)cc1 (stereo unspecified)	10	10	-5	24	14	-1	-2	-3	-15	-2	22
O=C(Oc1ccc2c(c1)OCO2)c1cc2c(s1)CCC2	6	-3	-4	-20	-5	15	-8	11	-4	-1	-12
O=C(Nc1cccc(C(F)(F)F)c1)NC1CCN(S(=O)(=O)c2ccc(F)cc2)CC1	-4	15	-18	8	2	6	13	-2	1	-5	-13
Cc1ccc(S(=O)(=O)N2CCN(C(=O)COC(=O)c3c(C)cc(C)cc3C)CC2)c(C)c1	-3	10	-12	1	-2	2	4	-8	9	10	-14
CCOC(=O)N1CCN(C(=O)CN(c2ccccc2OC)S(=O)(=O)c2ccc(C)cc2)CC1	-10	6	3	-6	0	8	11	1	24	-3	14
O=C(CCC1CCCN(C(=O)c2ccncc2)C1)NCc1ccc(F)c(F)c1 (stereo unspecified)	2	6	-3	-7	2	-15	-30	-25	-2	-2	-3
Cc1nnc2c(N3CCN(CCO)CC3)nc3ccccc3n12	-24	14	-2	15	27	0	-57	-7	17	-8	6
Cc1onc(-c2ccccc2)c1C(=O)NNC(=O)c1ccccc1Br	-13	7	20	-21	-16	-14	9	10	12	8	6
COc1ccc(CN2CCC(=O)N([C@H](CO)CC(C)C)CC2)cc1	-3	-16	0	-11	-3	-5	-10	-5	0	-5	6
CCCc1cc(-c2n[nH]c(=S)n2CC)c2ccccc2n1	-7	2	-3	6	x	0	0	4	x	2	-4
CNc1cc(C)nc(-n2nc(C)cc2C)n1	-12	9	1	5	-31	-17	-5	-4	-1	0	1
Cc1nc2nc(Cc3ccccc3)[nH]n2c(=O)c1Cc1ccccc1	-2	1	-3	2	-6	-13	4	-18	-1	1	7
Cn1c(CCNC(=O)c2ccccc2F)nnc1SCC(=O)Nc1nncs1	9	4	3	15	3	-6	-18	3	16	0	2

Full records as entered above:
`Cc1nc2nc(Cc3ccccc3)[nH]n2c(=O)c1Cc1ccccc1` in the list: NOD2-RIPK2 inh: -2; SRC3 inh: 1; ABHD5-PLIN5 inh: -3; TROY NFkB inh: 2; NCOA2 inhibitor: -6; TLR9-MyD88 block: -13; NCOA1 inh: 4; NR5A2 inv ag: -18; NR2F2 inh: -1; Exocytosis inh: 1; TWEAK-Fn14 inh: 7
`Cc1onc(-c2ccccc2)c1C(=O)NNC(=O)c1ccccc1Br` in the list: NOD2-RIPK2 inh: -13; SRC3 inh: 7; ABHD5-PLIN5 inh: 20; TROY NFkB inh: -21; NCOA2 inhibitor: -16; TLR9-MyD88 block: -14; NCOA1 inh: 9; NR5A2 inv ag: 10; NR2F2 inh: 12; Exocytosis inh: 8; TWEAK-Fn14 inh: 6
`Cn1c(CCNC(=O)c2ccccc2F)nnc1SCC(=O)Nc1nncs1` in the list: NOD2-RIPK2 inh: 9; SRC3 inh: 4; ABHD5-PLIN5 inh: 3; TROY NFkB inh: 15; NCOA2 inhibitor: 3; TLR9-MyD88 block: -6; NCOA1 inh: -18; NR5A2 inv ag: 3; NR2F2 inh: 16; Exocytosis inh: 0; TWEAK-Fn14 inh: 2

Further entries:
SMILES	NOD2-RIPK2 inh	SRC3 inh	ABHD5-PLIN5 inh	TROY NFkB inh	NCOA2 inhibitor	TLR9-MyD88 block	NCOA1 inh	NR5A2 inv ag	NR2F2 inh	Exocytosis inh	TWEAK-Fn14 inh
CCc1ccc(OCC(=O)NC(NC(=S)Nc2ccccc2C)C(Cl)(Cl)Cl)cc1 (stereo unspecified)	-3	6	-16	51*	28	6	-7	-1	-6	2	44
CCN(CC)S(=O)(=O)c1ccc(C)c(NC(=O)COC(=O)c2ccc(C)c(S(=O)(=O)N3CCOCC3)c2)c1	5	12	0	19	29	-2	1	8	-24	0	4
COc1ccc(CN2C(=NC(=O)C3CC3)SC3CS(=O)(=O)CC32)cc1 (stereo unspecified)	0	17	2	0	-21	1	-1	-8	4	-2	-4
CC(C)C(NC(=O)C1CCCCC1)C(=O)Nc1ccccn1 (stereo unspecified)	4	0	0	1	8	-14	0	11	-3	-1	2
Cc1ccc(S(=O)(=O)NCC(=O)OC(C)C(=O)NCc2ccc3c(c2)OCO3)cc1 (stereo unspecified)	1	18	1	-1	16	-1	-1	4	4	3	-1
CC(Oc1cc2oc(=O)c3c(c2cc1Cl)CCC3)C(=O)NCCCN1CCCC1=O (stereo unspecified)	8	-3	-5	2	16	8	-1	3	6	-1	-32
Cc1cc(C)nc(NS(=O)(=O)c2ccc(NS(=O)(=O)c3ccccc3)cc2)n1	9	9	2	-12	-16	1	-27	-6	13	1	8
Cc1cccc(NC(=O)c2cc(N3CCOCC3)nc3ccccc23)c1	-10	-8	6	-20	-5	7	5	4	2	-1	-18
CN(C(=O)c1cccc(NC(=O)C2CCCN(C(=O)OC(C)(C)C)C2)c1)C1CCC1 (stereo unspecified)	5	-8	3	18	-1	-11	7	9	13	-2	5
COc1ccccc1C(=O)NC(=S)Nc1ccccc1N1CCCCC1	12	-9	-2	50*	-17	-2	0	-5	-2	-1	54*
CCOC(=O)c1sc2nc3n(c(=O)c2c1C)CCC(C)CC3 (stereo unspecified)	-2	-31	-3	-44	4	0	-16	-35	-5	3	-36
CCOc1ccc(S(=O)(=O)N2CCCCC2)cc1NC(=O)c1c(CC)noc1C	-1	-19	7	2	-42	3	-6	-7	2	3	-28
CCCCN(C(=O)NC(=O)Nc1ccccc1OCC)S(C)(=O)=O	0	-3	-1	1	18	9	18	-4	1	-3	3
O=C(CSc1nc2[nH]c(=O)cc(O)c2s1)Nc1nncs1	5	-1	6	21	19	-12	-3	8	1	-2	8
CC(C)c1ccc(C(=O)NN2C(=O)C3CCCCC3C2=O)cc1 (stereo unspecified)	-9	-74	8	-33	-15	-3	-83	-116	-51	0	12
COCCNC(=O)c1ccc2c(=O)n(CCOC)c(=O)[nH]c2c1	-12	1	-2	17	5	-5	16	10	-11	-4	-1
CCOC(=O)CNC(=O)CCCCCC(=O)NCC(=O)OCC	3	13	3	5	3	1	-2	14	-6	-4	1
CSc1ccc(-c2cccc([N+](=O)[O-])c2)nn1	-9	-29	15	-65	-43	-3	-18	-51	-12	-4	-14
CCN(C(=O)c1cc2cccc(OC)c2oc1=O)c1ccccc1	-4	3	-3	14	8	1	-4	8	4	4	-2
O=C1CCC(C(=O)N2CCN(c3ccccc3Cl)CC2)CN1CC1CCCCC1 (stereo unspecified)	-6	0	6	-10	6	-7	-4	11	4	2	-5
Fc1ccccc1CSc1nncn1NCc1cccs1	-4	8	4	-3	-3	0	-4	-1	5	2	-19
N#Cc1cn(Cc2cccc(Cl)c2)c2ccccc12	2	12	-1	13	3	-7	-1	-8	-10	-8	-1
Cc1nn(C)c(=S)n1-c1ccc(Cl)cc1	0	11	0	0	24	0	-1	-23	0	1	4
Nc1cc(C(F)(F)F)ccc1N1CCOCC1	1	9	-9	6	-26	-3	-5	3	11	-3	-6
CCN1CCCC1CNC(=O)Cn1ncc2c(=O)oc3ccc(C)cc3c21 (stereo unspecified)	9	12	-4	9	-25	-4	-18	2	-11	0	-3
COc1ccc(N2CCN(CC(=O)c3ccc(O)cc3O)CC2)cc1	-7	-10	0	-5	7	3	-4	-7	12	0	9
CC(=O)Nc1cc(-c2cccc(C(=O)N(C)C)c2)cn2c(-c3ccc(F)c(Cl)c3)cnc12	2	-12	8	-14	-20	x	-14	12	17	-2	-6
COc1cc2c(cc1OC)CN(c1nc(CN3CCOCC3)nc3sc4c(c13)CCC(C)C4)CC2 (stereo unspecified)	6	-15	5	18	18	-5	7	-1	17	-2	12
COc1ccc(C2CC(C)=C(C#N)S(=O)(=O)C2C#N)cc1 (stereo unspecified)	-11	6	5	-18	-21	4	-5	-11	6	-2	-15
Cn1c(NC(=O)c2ccccc2)c(-c2ccccn2)c(=O)c2ccccc21	-3	-3	0	15	-11	0	-7	1	-9	-4	2
CCOC(=O)C1CCN(C(=O)COC(=O)c2ccccc2C(=O)c2ccc(Cl)cc2)CC1	4	-38	-4	1	13	1	-8	3	-13	0	5
Cc1onc(-c2c(Cl)cccc2Cl)c1C(=O)Nc1nccs1	3	7	-3	9	-3	4	-10	27	2	-9	27

Some of these compounds in order of count of non-hydrogen atoms, descending:
SMILES	NOD2-RIPK2 inh	SRC3 inh	ABHD5-PLIN5 inh	TROY NFkB inh	NCOA2 inhibitor	TLR9-MyD88 block	NCOA1 inh	NR5A2 inv ag	NR2F2 inh	Exocytosis inh	TWEAK-Fn14 inh
Cc1ccc(OCC(=O)NNC(=O)C2CC(=O)N(c3ccc4c(c3)OCCO4)C2)cc1 (stereo unspecified)	10	10	-5	24	14	-1	-2	-3	-15	-2	22
Cc1nc2nc(Cc3ccccc3)[nH]n2c(=O)c1Cc1ccccc1	-2	1	-3	2	-6	-13	4	-18	-1	1	7
CSc1ccc(-c2cccc([N+](=O)[O-])c2)nn1	-9	-29	15	-65	-43	-3	-18	-51	-12	-4	-14
